# proCasp3 act: activators of human procaspase-3 D3A mutant, primary screen, biochemical, absorbance, PC-3 D3A mutant, single concentration; AID 463141, 2010; activation, % at 8.5 µM; Caspase-3 (Homo sapiens), P42574; 330,000 compounds, 0.11% hits; recombinant procaspase-3 D3A, Ac-DEVD-pNA absorbance 405 nm;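 active = activation above the mean of all tested compounds plus 3 SD, cut at about 21% in these data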;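 note: 0% = DMSO alone and 100% = DMSO wells spiked with extra 5 µM PC-3 D3A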
# Target sequence (P42574 whole entry D9A/D28A/D175A): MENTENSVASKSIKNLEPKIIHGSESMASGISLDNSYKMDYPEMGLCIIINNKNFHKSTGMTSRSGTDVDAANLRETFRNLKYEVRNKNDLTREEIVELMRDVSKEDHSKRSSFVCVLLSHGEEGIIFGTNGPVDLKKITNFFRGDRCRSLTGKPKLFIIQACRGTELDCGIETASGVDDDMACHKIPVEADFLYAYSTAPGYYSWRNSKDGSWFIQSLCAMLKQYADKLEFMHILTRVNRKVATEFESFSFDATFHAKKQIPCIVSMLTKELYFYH
#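 Test system: Procaspase-3 D3A mutant, all three cleavage aspartates alanine | Dosing: Single dose, 8.5 µM nominal compound, 0.8% DMSO | Schedule: 1 h preincubation, 2 h reaction | Technique: 405 nm absorbance of p-nitroaniline, reads at 0 and 120 min | Repeats: One well per compound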
# AHR act: AHR activators, primary screen, cell-based, luminescence, luciferase reporter, human. Aryl hydrocarbon receptor (Homo sapiens), P35869. AHR-responsive luciferase reporter cells. activation, % at 5 µM. 320,000 compounds, 2.5% hits; in the data active = activation above about 47%;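 note: 0% = vehicle wells and 100% = reference agonist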
# CTSL1 counter: Fasciola hepatica cathepsin L1 inhibitors, primary screen, counter-screen for PFM18AAP inhibitor project, biochemical, QFRET, fluorogenic peptide substrate; recombinant F. hepatica cathepsin L1, Z-Leu-Arg-MCA fluorescence; inhibition, % at 5.96 µM; 300,000 compounds, 0.49% hits;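 active = inhibition above the mean of all tested compounds plus 3 SD, set per screening campaign, cut at about 17% in these data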;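 note: 0% = plate median of test compound wells and 100% = 1 µM Z-Phe-Ala-diazomethylketone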
# PP1 counter: PP1-alpha phosphatase inhibitors, primary screen, counter-screen for PP5 inhibitor project, biochemical, fluorescence, OMFP substrate, single point; Serine/threonine-protein phosphatase PP1-alpha catalytic subunit (Homo sapiens), P62136; purified PP1alpha; inhibition, % at 6.7 µM; 320,000 compounds, 0.9% hits;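 active = inhibition above the mean inhibition of all tested compounds plus 3 SD, computed separately for each screening campaign, cut at about 15% in these data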
# proCasp7 act: procaspase-7 activators, primary screen, counter-screen for procaspase-3 activator project, biochemical, absorbance, HTS, human; recombinant procaspase-7, Ac-DEVD-pNA absorbance 405 nm; D23A/D198A/D206A triple mutant, cannot self-cleave; scale: DMSO 0, 5 µM enzyme 100; Caspase-7 (Homo sapiens), P55210; activation, % at 8.5 µM; 330,000 compounds, 0.093% hits;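 active = percent activation above the screen-wide mean plus 3 SD, cut at about 25% in these data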
# Target sequence (P55210 whole entry D23A/D198A/D206A): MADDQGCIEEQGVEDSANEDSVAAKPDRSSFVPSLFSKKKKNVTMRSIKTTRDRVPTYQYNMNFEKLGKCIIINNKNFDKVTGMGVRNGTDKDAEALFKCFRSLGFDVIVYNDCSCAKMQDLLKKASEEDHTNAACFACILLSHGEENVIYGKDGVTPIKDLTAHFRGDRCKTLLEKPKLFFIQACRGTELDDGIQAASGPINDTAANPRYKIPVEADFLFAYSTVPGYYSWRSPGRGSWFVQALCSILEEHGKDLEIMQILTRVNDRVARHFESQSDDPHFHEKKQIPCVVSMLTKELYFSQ
#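 signal = Epi-absorbance of released pNA at 405 nm, two timepoints | assay system = Uncleavable procaspase-7 mutant enzyme | reagent = Ac-DEVD-pNA substrate, 400 µM as added | times = 1 h enzyme–compound preincubation and 2 h substrate reaction, both 25 °C | benchmarks = low DMSO alone, high DMSO plus 5 µM PC-7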
# TPT1 inhibitor: Candida albicans TPT1 enzyme inhibitors, primary screen, biochemical, fluorescence polarization. tRNA 2'-phosphotransferase TPT1 (Candida albicans SC5314). recombinant caTPT1, FP RNA substrate dephosphorylation. inhibition, % at 5 µM. 300,000 compounds, 0.81% hits. AID 1962, 2009;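 active = inhibition above the mean of all tested compounds plus 3 SD, set per screening campaign, cut at about 24% in these data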;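 note: plate controls were DMSO alone for no effect and ferristatin control at 100 nM for full effect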
# PP5 primary: PP5 phosphatase inhibitors, primary screen, biochemical, fluorescence; Serine/threonine-protein phosphatase 5 (Homo sapiens), P53041; purified PP5c, OMFP substrate fluorescence; inhibition, % at 6.7 µM; 320,000 compounds, 0.18% hits;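 active = inhibition above the campaign's mean inhibition across all tested compounds plus 3 SD, cut at about 9.5% in these data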;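 note: 0% = DMSO only and 100% = 100 µM cantharidin control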
# Target sequence (P53041 whole entry, looked up): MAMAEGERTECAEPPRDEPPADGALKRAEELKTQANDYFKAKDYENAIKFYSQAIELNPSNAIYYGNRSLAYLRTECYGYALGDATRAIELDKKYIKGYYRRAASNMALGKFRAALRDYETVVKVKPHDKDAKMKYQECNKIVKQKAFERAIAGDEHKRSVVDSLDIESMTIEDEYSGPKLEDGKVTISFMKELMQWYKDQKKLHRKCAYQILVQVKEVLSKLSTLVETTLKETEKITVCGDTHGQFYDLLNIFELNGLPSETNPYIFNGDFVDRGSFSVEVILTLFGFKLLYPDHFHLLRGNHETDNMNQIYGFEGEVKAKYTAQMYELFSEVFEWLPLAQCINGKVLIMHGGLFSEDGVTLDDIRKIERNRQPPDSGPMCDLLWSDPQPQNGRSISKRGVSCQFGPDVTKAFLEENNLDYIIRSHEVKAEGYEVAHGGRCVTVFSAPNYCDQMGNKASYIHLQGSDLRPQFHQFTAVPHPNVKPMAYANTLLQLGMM
# core dimer inh: inhibitors of HCV core protein dimerization, primary screen, biochemical, TR-FRET, high-throughput; TR-FRET GST/Flag-core106 dimerization, 1536-well; 300,000 compounds, 0.33% hits; AID 1899, 2009; inhibition, % at 5 µM;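 active = inhibition above the mean of all tested compounds plus 3 SD, set per screening campaign, cut at about 45% in these data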
#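 Test system: GST/Flag-tagged HCV core106 proteins; Medium: KF-containing HEPES buffer, pH 7.45, DTT, CHAPS, BSA; Times: compound-protein-antibody incubation 4 h at 22.5 °C; Detection: TR-FRET 671 and 617 nm emission; Benchmarks: wells lacking GST-core106 and wells with excess unlabelled core106.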
# PAFAH2 inh: PAFAH2 enzyme inhibitors, primary screen, biochemical, fluorescence polarization, human; recombinant PAFAH2, FP-rhodamine activity probe; 340,000 compounds, 0.99% hits; AID 492956, 2010; inhibition, % at 3.39 µM;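 active = inhibition above the mean over all tested compounds plus 3 SD, cut at about 30% in these data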;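 note: inhibitors block probe labeling of enzyme so polarization drops; 0% = enzyme with DMSO and 100% = wells lacking PAFAH2 protein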
# Numbers without * were called inactive; . = not tested or not shown.
SMILES,proCasp3 act,AHR act,CTSL1 counter,PP1 counter,proCasp7 act,TPT1 inhibitor,PP5 primary,core dimer inh,PAFAH2 inh
Cc1cc(C(c2ccc(O)cc2)c2cc(C)c(O)cc2C)c(C)cc1O,2,3,1,2,2,-1,2.9,-2,2
O=C(O)c1ccccc1C(=O)Nc1ccc(Br)c2cccnc12,-3,12,4,-2,-8,-5,0.4,0,-1
COC(=O)Nc1ccc(S(=O)(=O)N2CCC(C(=O)N(C)C3CCCCC3)CC2)cc1,1,0,0,-2,10,1,2.3,-3,5
O=C(C1CCC(=O)N1Cc1cccnc1)N1CCN(c2ccc(F)cc2)CC1 (stereo not drawn),13,0,3,0,-11,0,-1.4,15,1
COc1ccc(OC)c(-n2cnc3cc(C(=O)O)ccc32)c1,6,0,2,-2,-8,-1,3.1,-3,-5
Cc1cc(C)nc(SCC(=O)Nc2nonc2N)n1,5,4,-1,1,4,1,-0.3,-3,3
CC1CCN(C(=O)CSc2nnc(Cc3cccn3C)n2-c2ccc(F)cc2)CC1,-8,1,0,-3,-12,-1,1.6,7,-2
CC1=C(C(=O)OC(C)C)C(c2cccs2)N2C(=O)CCSC2=N1 (stereo not drawn),-3,8,-2,-1,-12,1,2.1,-3,1
COc1ccc(-c2coc3c(CN4CCOCC4)c(O)ccc3c2=O)cc1,9,4,6,-2,2,-3,-1.1,-1,-1
O=C(NCCCc1ccccc1)c1ccccc1O,-2,6,1,-4,1,1,0.1,0,8
CCCCC(=O)Nc1cccc(NC(=O)c2ccc3c(c2)OCO3)c1,-4,22,0,-1,3,-3,2.2,-3,-7
Cc1ccc(CNC(=O)c2cc3c(s2)CN(Cc2ccccc2)C3)cc1,0,0,-3,2,1,1,-1.3,6,3
COC(=O)CCCn1c(C)cc(C(=O)CCl)c1C,0,1,11,-5,0,2,-1.9,1,5
O=c1ccc(Cc2ccccn2)n[nH]1,0,3,1,1,0,-1,1.0,-2,7
Cc1ccc(S(=O)(=O)c2c(C)cc(C)nc2Cl)c(C)c1,8,0,-4,-2,1,-1,-0.5,7,-2
Cn1ccnc1C(=O)c1cccc([N+](=O)[O-])c1,1,2,0,0,-5,0,-4.0,-6,-1
CN(C)C(/C=C/Nc1ccc(F)cc1F)=C(C#N)C#N,-1,-5,0,-1,-1,-2,-0.6,-17,2
CCOc1ccc(CN2CCN(Cc3[nH]c4ccccc4c3C)CC2CCO)cc1 (stereo not drawn),12,21,-1,1,0,3,-0.3,-1,-10
Cc1noc(C)c1NC(=O)N(C)C[C@H]1Oc2c(NC(=O)C3CCCCC3)cccc2C(=O)N([C@H](C)CO)C[C@@H]1C,3,0,.,.,-4,.,.,.,8
O=C(CN1CCN(c2ccccc2)CC1)N1CCN(c2ccccc2)CC1,-5,0,-2,-5,-2,1,7.0,-2,8
CC(Oc1ccc(Cl)cc1Cl)c1nc(-c2ccc(NC(=O)c3ccncc3)cc2)no1 (stereo not drawn),3,-1,2,4,8,0,3.1,-6,-67
O=C(O)c1cccnc1SC1CC(=O)N(c2ccccc2)C1=O (stereo not drawn),-14,1,4,-4,1,-2,0.9,-2,0
CCc1c(C)sc(NC(=O)c2cc(C3CC3)on2)c1C#N,1,34,2,2,-1,3,2.5,6,20
COC(=O)CN1C(=O)N/C(=C/c2cc3c(cc2OC)OCO3)C1=O,-3,20,2,-5,5,5,1.8,-6,3
O=C(COc1ccccc1)Nc1ccc2c(c1)nc1n2CCSC1,4,3,3,1,-5,1,-1.5,2,-4

# Given with values under each structure: 14 of the compounds above
# Values run as follows: proCasp3 act, AHR act, CTSL1 counter, PP1 counter, proCasp7 act, TPT1 inhibitor, PP5 primary, core dimer inh, PAFAH2 inh
> Cc1cc(C(c2ccc(O)cc2)c2cc(C)c(O)cc2C)c(C)cc1O
 : 2, 3, 1, 2, 2, -1, 2.9, -2, 2
> O=C(O)c1ccccc1C(=O)Nc1ccc(Br)c2cccnc12
 : -3, 12, 4, -2, -8, -5, 0.4, 0, -1
> COC(=O)Nc1ccc(S(=O)(=O)N2CCC(C(=O)N(C)C3CCCCC3)CC2)cc1
 : 1, 0, 0, -2, 10, 1, 2.3, -3, 5
> O=C(C1CCC(=O)N1Cc1cccnc1)N1CCN(c2ccc(F)cc2)CC1 (stereo not drawn)
 : 13, 0, 3, 0, -11, 0, -1.4, 15, 1
> COc1ccc(OC)c(-n2cnc3cc(C(=O)O)ccc32)c1
 : 6, 0, 2, -2, -8, -1, 3.1, -3, -5
> Cc1cc(C)nc(SCC(=O)Nc2nonc2N)n1
 : 5, 4, -1, 1, 4, 1, -0.3, -3, 3
> CC1CCN(C(=O)CSc2nnc(Cc3cccn3C)n2-c2ccc(F)cc2)CC1
 : -8, 1, 0, -3, -12, -1, 1.6, 7, -2
> CC1=C(C(=O)OC(C)C)C(c2cccs2)N2C(=O)CCSC2=N1 (stereo not drawn)
 : -3, 8, -2, -1, -12, 1, 2.1, -3, 1
> COc1ccc(-c2coc3c(CN4CCOCC4)c(O)ccc3c2=O)cc1
 : 9, 4, 6, -2, 2, -3, -1.1, -1, -1
> O=C(NCCCc1ccccc1)c1ccccc1O
 : -2, 6, 1, -4, 1, 1, 0.1, 0, 8
> CCCCC(=O)Nc1cccc(NC(=O)c2ccc3c(c2)OCO3)c1
 : -4, 22, 0, -1, 3, -3, 2.2, -3, -7
> Cc1ccc(CNC(=O)c2cc3c(s2)CN(Cc2ccccc2)C3)cc1
 : 0, 0, -3, 2, 1, 1, -1.3, 6, 3
> COC(=O)CCCn1c(C)cc(C(=O)CCl)c1C
 : 0, 1, 11, -5, 0, 2, -1.9, 1, 5
> O=c1ccc(Cc2ccccn2)n[nH]1
 : 0, 3, 1, 1, 0, -1, 1.0, -2, 7

# (continued)
SMILES,proCasp3 act,AHR act,CTSL1 counter,PP1 counter,proCasp7 act,TPT1 inhibitor,PP5 primary,core dimer inh,PAFAH2 inh
CCOc1ccc(C(=O)NNC(=O)CN2C(=O)NC3(CCCC3)C2=O)cc1,9,2,.,3,2,.,1.2,.,-5
CCc1nn(CC(=O)NCCCN(CC)Cc2ccccc2)c(=O)c2cc3sccc3n12,0,-1,-3,-3,5,5,-1.5,5,0
CCOC(=O)c1ccc(Nc2c(CC)c(C)nc3ncnn23)cc1,-2,-1,3,-1,-9,0,4.2,-3,9
CN(C)CCCNC(=O)c1cc(C(=O)Cc2ccc(Cl)cc2)c[nH]1,13,0,6,-1,-2,-4,2.0,-5,-8
CCOC(=O)c1c(NC(=O)C(C)S(=O)(=O)c2cn(CC)c3ccccc23)sc2c1CCCC2 (stereo not drawn),7,4,3,2,6,-1,3.5,20,-4
CC(CN1CCOCC1)OC(=O)Cc1ccc(Cl)cc1 (stereo not drawn),-5,0,-4,-3,-3,1,0.6,-1,-10
O=[N+]([O-])/C(C(Cl)=C(Cl)Cl)=C(\Nc1ccc(F)cc1)n1cncn1,0,28,15,2,-7,-1,-1.1,2,.
CC(C)Cc1cc(CNC(=O)C2CCC(=O)N(Cc3cccc(C(F)(F)F)c3)C2)on1 (stereo not drawn),1,6,-3,-4,4,-3,3.9,-1,0
CC(C)NC(=O)CN1C(=O)c2cccc3cccc1c23,-3,0,2,-2,-6,-2,-0.3,8,-4
COc1ccc(CN2CCN(Cc3c[nH]c4ccccc34)CC2CCO)cc1C (stereo not drawn),8,9,2,2,8,0,3.5,-10,-1
O=C(CSc1nc2ncc(Br)cc2[nH]1)c1cccc([N+](=O)[O-])c1,-10,92*,-1,0,-7,-1,1.6,20,-3
Cc1ccc(S(=O)(=O)N2CCN(Cc3nnc(-c4c(-c5ccccc5)noc4C)o3)CC2)cc1,3,-1,.,-1,8,.,4.1,.,1
CCCN1Cc2cccc(C(=O)Nc3ccc(C)cc3)c2C1=O,5,1,0,2,2,-1,1.9,-4,0
Cc1nnc(SCC(=O)Nc2ccc(-c3nc4ccccc4s3)cc2)s1,0,11,0,-4,0,-2,-1.4,4,-6
CCOC(=O)c1ccc2nc(Nc3nc4ccc(F)cc4s3)sc2c1,20,-10,2,-1,31*,0,0.0,4,-6
O=C(CSc1nc(C(F)(F)F)cc(=O)[nH]1)N1CCOCC1,3,-1,-3,-5,-2,-1,-2.5,2,-7
O=C(NCc1ccccc1)C1=C[C@H](c2ccc(Br)cc2)C[C@H](OCCCCO)O1,1,0,-1,0,4,0,2.5,3,4
CCOc1ccc(NC(=O)c2ccc(-n3cccn3)nc2)cc1,-3,-1,0,1,-4,-2,-1.6,-5,-2
COc1ccc2nc(NC(=S)NC(=O)c3ccco3)sc2c1,5,-1,1,-3,13,-3,1.6,16,0
O=C(O)C1C2C=CC(C2)C1C(=O)NCc1cccs1 (stereo not drawn),-10,-1,-1,-5,3,0,-1.1,-3,0
O=C(NC1=C(NC2CCS(=O)(=O)C2)C(=O)c2ccccc2C1=O)c1ccccc1 (stereo not drawn),2,22,10,3,9,-5,4.7,-3,13
CCOC(=O)c1c(C)c(C(=O)NCc2ccccn2)c(C)n1CC,0,5,0,-5,8,-1,-0.4,0,2
C[C@@H]1CN(C(=O)c2nc3ccc(Cl)cn3c2CN[C@H]2CCCCNC2=O)C[C@H](C)O1,8,-3,1,3,1,-1,0.3,1,-1
Cc1n[nH]c(=O)c2c(NC(=O)CSc3nc4ccccc4c(=O)n3CCCOC(C)C)oc(C)c12,-9,-2,1,0,-1,-2,1.3,1,2
C=CC[C@@H](CC(=O)N[C@H](CO)Cc1ccccc1)C(=O)N[C@H](COC(=O)[C@@H](CC=C)Cc1ccc(F)cc1)Cc1c[nH]c2ccccc12,-5,1,.,.,2,.,.,.,-5
CCCCNC(=S)N(CCN(CC)CC)Cc1cc2cc3c(cc2[nH]c1=O)OCO3,-8,46,1,1,2,3,4.3,-2,3
O=C(NCCC(=O)N1CCc2ccccc21)c1ccccc1Cl,-7,3,-3,1,2,-3,-0.2,-14,2
CCN1CCN(C2CCCCC2NS(=O)(=O)c2ccc(Cl)cc2)CC1 (stereo not drawn),0,1,2,-6,14,3,-1.7,-2,2
Cc1ccccc1C(=O)N=c1ccn(-c2nc3ccccc3nc2NS(=O)(=O)c2ccccc2)cc1,3,1,-1,-1,5,-1,1.3,-11,-2
